# TbREL1 inh = TbREL1 RNA ligase inhibitors, primary screen, biochemical, FRET fluorescence; TbREL1 RNA ligation; hit rate 0.49% among 89,000; AID 1117264, 2014; inhibition, % at 9.66 µM;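 active = inhibition above the mean inhibition across all screened compounds plus 3 SD, cut at about 11% in these data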;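 note: 0% = plate median of test wells and 100% = NSC42067 control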
# Target sequence (P86926 whole entry, looked up): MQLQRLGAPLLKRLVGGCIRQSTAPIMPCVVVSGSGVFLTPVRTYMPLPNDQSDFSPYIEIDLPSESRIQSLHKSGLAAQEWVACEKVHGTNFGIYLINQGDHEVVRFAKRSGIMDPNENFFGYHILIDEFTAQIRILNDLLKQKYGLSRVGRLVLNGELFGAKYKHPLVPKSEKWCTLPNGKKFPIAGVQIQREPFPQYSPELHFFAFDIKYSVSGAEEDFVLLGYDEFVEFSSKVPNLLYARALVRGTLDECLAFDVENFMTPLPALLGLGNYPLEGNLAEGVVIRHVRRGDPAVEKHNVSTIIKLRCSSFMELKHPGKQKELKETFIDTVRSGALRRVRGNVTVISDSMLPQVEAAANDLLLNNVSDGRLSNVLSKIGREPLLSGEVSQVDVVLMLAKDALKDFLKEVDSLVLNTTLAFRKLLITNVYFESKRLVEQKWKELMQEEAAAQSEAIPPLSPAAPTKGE
# Active calls of the source: *. These rows are one share of the data; count on the stated rates, not on these rows.
TbREL1 inh	mol
-1	O=C(C[C@H]1C/C=C\C[C@@H](Cc2ccc(F)cc2)C(=O)OC[C@@H](Cc2c[nH]c3ccccc23)NC1=O)NCCO
-3	CCOC(=O)C1CCN(C(=O)CCCCn2c(=O)[nH]c3ccccc3c2=O)CC1
-1	CC(C)CN(C(=O)COC(=O)C12CC3CC(CC(C3)C1)C2)c1c(N)n(Cc2ccccc2)c(=O)[nH]c1=O
-8	CCOC(=O)c1sc(NC(=O)c2cc(-c3ccccc3C)nc3ccccc23)c(C#N)c1C
2	COc1cc2cnc(-c3ccccc3)c(C(=O)c3ccc(OCc4ccccc4)cc3)c2cc1OC
-2	Cc1c(NC(=O)c2ccc(Cl)c(S(=O)(=O)N3CCCCC3)c2)c(=O)n(-c2ccccc2)n1C
-2	COc1ccc(-n2nc(C(C)=O)c(=O)[nH]c2=O)cc1
1	CN(C(=O)c1cccc(C#N)c1)c1nnc(C2CCCO2)s1 (stereo not drawn)
-2	Cc1ncoc1C(=O)N1CCCC(C(=O)c2cccc(C(F)(F)F)c2)C1 (stereo not drawn)
-3	Cc1cc(NCCOCCO)n2ncc(-c3ccc(Cl)cc3)c2n1
-2	C=C1c2ccccc2O[C@H](C(=O)OCC)[C@@H]1C1CCCCC1
2	COc1ccccc1Cc1c(C(C)(C)C)nc2cc(C)c(Br)c(C)n12
-2	Cc1cccc(NC(=O)COC(=O)CCc2c[nH]c3ccccc23)c1C
-1	Cc1cccc(-c2noc(CN(C(=O)c3c(-c4ccccc4Cl)noc3C)C(C)C)n2)c1
-3	c1cnc(N2CCN(c3ccc4ccccc4n3)CC2)nc1

# 15 neighbouring records out of the list so far, for reference:
TbREL1 inh	mol
-1	O=C(C[C@H]1C/C=C\C[C@@H](Cc2ccc(F)cc2)C(=O)OC[C@@H](Cc2c[nH]c3ccccc23)NC1=O)NCCO
-3	CCOC(=O)C1CCN(C(=O)CCCCn2c(=O)[nH]c3ccccc3c2=O)CC1
-1	CC(C)CN(C(=O)COC(=O)C12CC3CC(CC(C3)C1)C2)c1c(N)n(Cc2ccccc2)c(=O)[nH]c1=O
-8	CCOC(=O)c1sc(NC(=O)c2cc(-c3ccccc3C)nc3ccccc23)c(C#N)c1C
2	COc1cc2cnc(-c3ccccc3)c(C(=O)c3ccc(OCc4ccccc4)cc3)c2cc1OC
-2	Cc1c(NC(=O)c2ccc(Cl)c(S(=O)(=O)N3CCCCC3)c2)c(=O)n(-c2ccccc2)n1C
-2	COc1ccc(-n2nc(C(C)=O)c(=O)[nH]c2=O)cc1
1	CN(C(=O)c1cccc(C#N)c1)c1nnc(C2CCCO2)s1 (stereo not drawn)
-2	Cc1ncoc1C(=O)N1CCCC(C(=O)c2cccc(C(F)(F)F)c2)C1 (stereo not drawn)
-3	Cc1cc(NCCOCCO)n2ncc(-c3ccc(Cl)cc3)c2n1
-2	C=C1c2ccccc2O[C@H](C(=O)OCC)[C@@H]1C1CCCCC1
2	COc1ccccc1Cc1c(C(C)(C)C)nc2cc(C)c(Br)c(C)n12
-2	Cc1cccc(NC(=O)COC(=O)CCc2c[nH]c3ccccc23)c1C
-1	Cc1cccc(-c2noc(CN(C(=O)c3c(-c4ccccc4Cl)noc3C)C(C)C)n2)c1
-3	c1cnc(N2CCN(c3ccc4ccccc4n3)CC2)nc1

# (listing goes on)
TbREL1 inh	mol
1	Cc1cc(C)c2c(CN3CCN(C/C=C/c4ccccc4)CC3)cc(=O)oc2c1
0	CCOc1ccc([C@@H]2CC=C(C(=O)O)[C@H](c3ccc(F)cc3)N2S(=O)(=O)c2ccc(C)cc2)cc1
3	O=C(NC1CCOCC1)C1CCC(=O)N(CCc2cccc(F)c2)C1 (stereo not drawn)
7	Cc1cc(NC(=O)CSCC(=O)Nc2nc3ccc(F)cc3s2)no1
5	O=[N+]([O-])c1ccccc1N/N=C/c1c[nH]c2ccccc12
1	CC(C)N1CCC(N2CCN(Cc3ccc4nonc4c3)CC2CCO)CC1 (stereo not drawn)
1	O=C(CCC1CCCC1)NNC(=O)COc1ccc(Br)cc1
1	COCCNC(=O)Cn1cnc2sc(C)c(S(=O)(=O)N3CCC(C)CC3)c2c1=O
3	COC(=O)[C@]12C[C@H](CC(=O)NCCCCc3ccccc3)C(=O)N(Cc3cccc4ccccc34)C1=C[C@H](COCc1ccccc1)O[C@@H]2C
-2	CCOC(=O)c1ccc2c(c1)nc(SC(C)C(=O)NCC1CCCO1)n2CC (stereo not drawn)
-1	Cc1ccc(C(=O)N2N=C3c4ccccc4S(=O)(=O)N3[C@H]2N(C)C)cc1
5	COC(=O)c1ccc2nc(-c3ccco3)c(Cc3cccc(F)c3)n2c1
0	O=C(O)CC1S/C(=N/N=C/c2ccc(-c3ccc(Cl)cc3[N+](=O)[O-])o2)NC1=O (stereo not drawn)
-1	COc1cc(OC)c(OC)cc1/C=N/NC(=O)CC1C(=O)NN=C1C (stereo not drawn)
-2	O=C(C1=C[C@H](C2CC2)C[C@H](OCc2ccc(CO)cc2)O1)N1CCOCC1
4	CC(=O)N1CCN=C1SCc1c(F)cccc1Cl
-2	O=C(Nc1ccc(S(=O)(=O)O)cc1)c1ccc2c(c1)S(=O)(=O)c1ccccc1C2=O
-2	CC(C)CN1C(=O)C[C@]2(C(=O)N(C)c3ccc(NC(=O)C(F)(F)F)cc32)C1c1ccccc1 (stereo partly drawn)
0	COCCNC(=O)c1cc2c(=O)n3cccc(C)c3nc2n(Cc2ccncc2)c1=N
2	O=C(N/N=C/c1ccc(-n2ccnc2)cc1)c1cccs1
5	CC(C)(C)NC(=O)c1cccc2c1OC(C)(C)C2
1	CC(NC(=O)c1ccccc1F)c1ccccc1 (stereo not drawn)
0	C=CCNC(=O)c1ccc(C(=O)c2ccccc2)cc1
-1	CCOC(=O)C1C(c2ccc(C)o2)NC(=O)NC1(O)C(F)(F)F (stereo not drawn)
-3	C=CCN1C(=O)C(C)S/C1=N\S(=O)(=O)c1ccc(Cl)cc1 (stereo not drawn)
4	O=C(Nc1ccc2c(c1)OCO2)c1ccc(S(=O)(=O)NCC2CCCO2)cc1 (stereo not drawn)
4	CCC(=O)c1ccc(SC(=O)N(C)C)cc1O
2	C=C(c1ccccc1O)n1ccnc1
0	Cc1nc2sc(C(c3ccco3)N3CC(C)OC(C)C3)c(O)n2n1 (stereo not drawn)
0	CC(C)NC(=O)CN(c1cccc(Br)c1)S(C)(=O)=O
2	c1ccc(CCn2nnnc2C(c2cccnc2)N2CCN(c3nc4ccccc4s3)CC2)cc1 (stereo not drawn)
-2	O=C(COC(=O)c1c(F)cccc1F)NCc1ccc2c(c1)OCO2
1	O=C(OCc1ccc(Cl)c(Cl)c1)c1ccc[nH]1
4	c1ccc(-c2ccccc2OCCCN2CCCC2)cc1
-1	C[C@H]1CN(C2CCCCC2)C(=O)[C@@H]1CC(=O)NCc1ccccc1
0	C[C@H](CO)N1C[C@H](C)[C@@H](CN(C)S(=O)(=O)c2cn(C)cn2)Oc2ccc(NC(=O)Nc3ccc4c(c3)OCO4)cc2C1=O
-2	CCCCNS(=O)(=O)c1ccc(OCC(=O)OC)cc1
0	CCN(C(=O)COC(=O)c1cc(OC)c(OC)cc1[N+](=O)[O-])C1CCS(=O)(=O)C1 (stereo not drawn)
4	CCC(=O)N1CCc2cc(Br)cc(S(=O)(=O)NCC3CCCO3)c21 (stereo not drawn)
0	CCOC(=O)c1c(C)nc(C(Cl)(Cl)Cl)nc1N
2	O=C(CSc1nn(-c2ccccc2)c(=S)s1)NC(=O)NCc1ccco1
-1	CCCCn1nc2cc(C(=O)N[C@H](C)C3CCCCC3)ccc2c1OCC
-2	COC(=O)[C@@]12C[C@@H](CC(=O)NCCC(C)C)C(=O)N(CCc3ccc(OC)c(OC)c3)C1=CCC(C)(C)C2
1	Cc1noc(C)c1S(=O)(=O)Nc1ccc(O)c2c(=O)cc(-c3ccccc3Cl)oc12
7	O=C(NC(C(=O)c1ccccc1)n1cnccc1=O)c1ccccc1 (stereo not drawn)
-3	CCOC(=O)[C@]12CCCC=C1N(CCCOC)C(=O)[C@@H]2CC(=O)N1CCCC1
1	COC(=O)c1c(C)[nH]c(C(=O)OCC(=O)c2ccc(C)s2)c1C
0	COc1ccccc1NS(=O)(=O)c1cccc(C(=O)N/N=C/c2ccc(OCC(=O)O)cc2)c1
-3	CC(=O)c1ccc(-c2cccc([C@H]3[C@@H]4C=CC[C@@H](C)[C@@H]4C(=O)N3Cc3ccccc3)c2)cc1
0	Cc1ccc(NC(=O)c2oc(=O)c3ccccc3c2-c2ccccc2)c(C)c1
4	CCOC(=O)Cn1nc(C)c(NC(=O)COc2ccc(C)c(C)c2)c1C
2	O=C(NCc1cnn(-c2ccc(F)cc2)c1)C1CCC(=O)N(C2CC2)C1 (stereo not drawn)
-1	O=Nc1c(O)n(Cc2ccccc2)c2ccccc12
-1	CC1(C)CC(=O)c2c(O)c(-c3ccccc3)c(=O)n(-c3ccccc3)c2C1
0	CCOc1cc(/C=C2\COc3ccccc3C2=O)ccc1OCC(=O)N(C)C
-1	CC(=O)N(Cc1ccco1)C1(C(=O)NC2CCCC2)CCCCC1
1	CCSC1=C(C#N)C(c2ccc(Cl)cc2)C2=C(CCCC2=O)N1 (stereo not drawn)
4	COc1ccc(CN2C=C3C(=O)C(C)(OC(=O)CCc4ccccc4)C(=O)C=C3C=C2c2ccc(C#N)cc2)cc1 (stereo not drawn)
-4	COCCN(C(=O)CSCc1ccccc1)c1c(N)n(Cc2ccccc2)c(=O)[nH]c1=O
2	CCn1c(COc2cccc(OC)c2)nnc1SCC(=O)Nc1cc(OC)ccc1OC

# (continued)
TbREL1 inh	mol
2	COc1ccc(-c2nn[nH]n2)cc1OC
0	CN(CCc1ccccc1)C(=O)Cn1nc(-c2ccccc2)ccc1=O
0	COc1cc(NS(=O)(=O)c2ccc(NC(=S)NC(=O)c3ccco3)cc2)ncn1
-4	C=CCn1c(Cc2cccs2)nnc1SCC(=O)Nc1ccc(C)cc1
-1	CCCc1nc(Nc2nc3ccccc3o2)nc(C)c1C(=O)OCC
5	Cc1cccc(N2CN=c3s/c(=C\c4ccncc4)c(=O)n3C2)c1
-4	CCN(CC)C(=O)n1nc(C)c(CN2C(=O)c3ccccc3C2=O)c1C
1	O=C(Nc1ccccc1Br)C(=O)N1CCCC1
0	CC(C)(CNc1ccc([N+](=O)[O-])cc1C#N)N1CCOCC1
1	O=C(N/N=C/c1ccc(O)cc1)c1cc(C23CC4CC(CC(C4)C2)C3)[nH]n1
-5	COc1cccc(NC(=S)N(CCN2CCCCC2)Cc2ccco2)c1
3	O=C1c2ccsc2SCCN1Cc1ccc(Cl)cc1
2	Cc1c(C#N)sc2nc(-c3ccccc3)nc(N3CCCC3)c12
2	N#Cc1ccsc1NC(=O)COc1ccc(-c2nnco2)cc1
-4	COCc1cc(C)nc(OCC(=O)N/N=C/c2cc(C)n(-c3c(C)cccc3C)c2C)c1C#N
-4	O=C(Oc1ccc(C(=S)N2CCOCC2)cc1Br)c1ccccc1F
-3	COc1cc(-c2cc3nc(NCCOc4ccccc4)ccn3n2)cc(OC)c1OC
-2	CCOc1ccc(N(CC(=O)Nc2ccccc2)S(C)(=O)=O)cc1
5	CC(C)C1N(C(=O)N(C)C)CCN1S(=O)(=O)c1ccccc1 (stereo not drawn)
1	COc1ccc(C(C)NC(=O)c2ccc(Cl)cc2)cc1OC (stereo not drawn)
5	CCc1noc(C)c1C(=O)N1CCN(S(=O)(=O)c2c(C)cc(C)cc2C)CC1
-1	CN(C)C(=O)[C@H]1C[C@H]1[C@@H](O)[C@H](CO)NC(=O)[C@H](COCc1ccccc1)NC(=O)OC(C)(C)C
-3	COc1ccc(-c2cn3c(C)c(C(=O)Nc4cccc(NC(C)=O)c4)sc3n2)cc1
3	CCN(CC)CCCNC(=O)c1cc2cc(Cl)ccc2nc1N
1	COc1ccc2oc(C(=O)NCc3ccco3)c(C)c2c1
5	COC(=O)C1=C(C)N(Cc2ccccc2)C(=NCc2ccccc2)N[C@H]1c1ccccc1
-1	COc1ccc(C)cc1NC(=O)C(OC(=O)c1cnccn1)c1ccccc1 (stereo not drawn)
-1	Cc1ccc(S(=O)(=O)N2CCC(C(=O)Nc3nnc(C)s3)CC2)cc1
-1	O=S(=O)(c1cccc2nsnc12)N1CCN(C/C=C/c2ccccc2)CC1
0	CC(C)n1c(SCC(=O)c2ccc3c(c2)OCCO3)nc2c1c(=O)n(C)c(=O)n2C
-3	C#CCNC(=O)C[C@H]1C[C@@]2(C(=O)OC)C(=C[C@H](C3CCCC3)O[C@@H]2C)N(Cc2ccco2)C1=O
-2	O=C(O)c1cc(S(=O)(=O)NCc2ccco2)c(Cl)cc1Cl
-1	COc1ccc(C)cc1NC(=O)C1CCCN(S(=O)(=O)c2cnc[nH]2)C1 (stereo not drawn)
4	COc1cc([N+](=O)[O-])cc(/C=N/NC(=O)CSc2ccccn2)c1O
12*	CCn1c(COc2cc(C)ccc2C(C)C)nnc1SCC(=O)Nc1nccs1
-1	COc1ccccc1NC(=O)c1ccc(S(=O)(=O)N2CCOCC2)cc1
1	O=C(Nc1ccc(Br)cc1)c1ccccc1CC[N+](=O)[O-]
-1	Cc1cnc(C(=O)OCc2ccc(Br)cc2)cn1
-1	Cc1ccc(-c2noc(CCCC(=O)NC3CCCC3)n2)cc1
6	C/C(=N\NC(=O)c1nn(C)cc1Br)c1cccc(NC(=O)C2CCCC2)c1
-3	COc1ccc(N(CC(=O)NCCSc2ccccn2)S(=O)(=O)c2ccccc2)cc1Cl
-1	COc1ccc(NC(=O)C2CCN(c3cc(C)nc(-c4ccccc4)n3)CC2)cc1
2	CN(CCc1ccccn1)Cc1ccc(Cl)cc1Cl
0	CCN(CC)C(=O)CN(c1cc2c(cc1OC)oc1ccccc12)S(=O)(=O)c1ccccc1
4	COc1ccc(NC(=O)c2c([N+](=O)[O-])c(C(C)(C)C)nn2C)cc1
-2	CCC(C)(C)C1CCC(=NNC(=S)Nc2cccnc2)CC1 (stereo not drawn)
2	CS(=O)(=O)c1nc(-c2ccc(Br)cc2)cc(-c2ccccc2)c1C#N
3	CCNC(=O)/C(=C\c1ccccc1)NC(=O)/C=C/c1ccccc1
-6	Cc1[nH]c(=O)c(C#N)c(C)c1CCC(=O)Nc1cc(S(C)(=O)=O)ccc1Cl
1	O=C(O)CCCCn1c(SCC(=O)Nc2ccccc2C(F)(F)F)nc2ccsc2c1=O

# Screening results from PubChem BioAssay.
